# Compound activity: PubChem BioAssay, National Center for Advancing Translational Sciences (NCATS)
# BRCA1 expr up – increases BRCA1 expression | MCF7-BRCA1-FFLuc reporter, luminescence, 48 h; response scale: scaled: vehicle 0%, 10 µM genistein 100% | Potency, µM (top dose mostly 46.1 µM), inactives show at the top dose activation, usual class: activators | 380,000 tested, 1.1% active | AID 624202; further: nearly all actives have a fitted effect of over 80% in size; some results filed as inactive show a strong effect at the top dose
#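 MCF7-BRCA1-FFLuc cells, 2000/well in phenol-red-free MEM, attached 2 h then treated 48 h at 37 C. Luciferase luminescence read 15 min after reagent; normalized to genistein maximum activation (10microM) and DMSO, concentration-response fitted.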
# Gal4-VP16 FLuc – inhibits Gal4-VP16 luciferase reporter, ROR gamma counter-screen. Drosophila S2 Gal4-VP16 UAS-luciferase, luminescence, 20 h. AID 2546. 310,000 tested, 3.5% active. Potency, µM (top dose mostly 53.6 µM), without a hit: at the highest dose activity, negative = inhibition, usual class: inhibitors;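 further: Gal4-VP16 expression switched on by copper sulfate through the metallothionein promoter; on the % scale 0 is the no-effect control and ±100 the full control effect; nearly all actives have a fitted effect of over 50% in size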
# RORg inh – inhibitors of mouse ROR gamma transcriptional activity | P51450 | Drosophila S2 Gal4-RORgamma UAS-luciferase reporter, 20 h | Potency, µM (top dose mostly 53.6 µM), inactives show at the highest dose activity change, negative = inhibition, actives largely listed as inhibitors | 310,000 tested, 5.4% active | AID 2551; further: on the % scale 0 is the no-effect control and ±100 the full control effect; nearly all actives have a fitted effect of over 60% in size
# Target sequence (P51450 whole entry, looked up, the tested form may be a part): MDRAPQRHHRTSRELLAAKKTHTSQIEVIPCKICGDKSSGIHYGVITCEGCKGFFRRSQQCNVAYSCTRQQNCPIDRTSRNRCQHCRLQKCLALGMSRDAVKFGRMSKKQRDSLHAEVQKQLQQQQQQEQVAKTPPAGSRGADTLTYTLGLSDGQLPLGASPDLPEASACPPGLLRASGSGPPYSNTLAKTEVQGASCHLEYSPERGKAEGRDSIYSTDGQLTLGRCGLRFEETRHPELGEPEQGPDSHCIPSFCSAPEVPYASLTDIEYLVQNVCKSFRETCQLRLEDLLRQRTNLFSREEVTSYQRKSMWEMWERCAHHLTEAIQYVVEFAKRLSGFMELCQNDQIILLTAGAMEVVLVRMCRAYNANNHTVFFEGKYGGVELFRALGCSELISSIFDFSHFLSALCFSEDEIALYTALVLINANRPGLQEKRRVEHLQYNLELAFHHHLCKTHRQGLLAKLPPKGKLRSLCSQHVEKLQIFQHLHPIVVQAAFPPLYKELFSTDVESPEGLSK
#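 Luciferase reporter read in Schneider cells carrying Gal4-RORγ (mouse) and UAS-Photinus luciferase; cells given compound 1 h before 700 uM copper sulfate induction, then incubated 20 h at ambient temperature.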
# Numbers without * were called inactive; ? = inconclusive; . = no result given; & = joins results of further samples. The call rests on the fitted dose curve; in most records, active means well fitted curve in the direction sought with a large enough effect; inconclusive means small, poorly fitted or top-dose-only effect, or another doubt; inactive means no such curve, though single readings can be large; an effect the other way counts as inactive or inconclusive. Potency means the concentration at half of the fitted maximal effect. An excerpt (hit frequency here may not be typical).
1) CCCNC(=O)C[C@@H]1C[C@@H]2c3cc(NS(=O)(=O)c4ccc(OC)cc4)ccc3O[C@@H]2[C@@H](CO)O1
2) OC(c1cccc(Cl)c1)c1nc(-c2cnc3ccccc3c2)cs1 (stereo not drawn)
3) CC1(C(=O)NCCC#N)CCN1C(=O)CC(c1ccccc1)c1ccccc1 (stereo not drawn)
4) Cc1nccn1CCC(=O)NC1CC(C)(C)Cc2c1cnn2-c1ccccc1 (stereo not drawn)
5) CN1CCN(C2CN(C3CCCCC3)S(=O)(=O)C2)CC1 (stereo not drawn)
6) CCOc1cc(S(=O)(=O)NCc2ccccc2)c(OCC)cc1-n1cnnn1
7) CCc1nc2ccc(C(=O)Nc3ccc(NC(C)=O)cc3)cn2c1N(C)C(=O)Cc1ccccc1
8) C[C@H]1CN([C@@H](C)CO)C(=O)CCCn2cc(nn2)CO[C@@H]1CN(C)C(=O)NC1CCCCC1
Screen / compound no.	1	2	3	4	5	6	7	8
Gal4-VP16 FLuc	.	.	.	.	.	.	.	.
RORg inh	.	.	.	.	.	.	.	.
BRCA1 expr up	-0.6%	-4.0%	11.1%	2.2%	-1.7%	-30.0%	0.0%	0.0%

# Fetched by compound from above, 6 records:
7) CCc1nc2ccc(C(=O)Nc3ccc(NC(C)=O)cc3)cn2c1N(C)C(=O)Cc1ccccc1
3) CC1(C(=O)NCCC#N)CCN1C(=O)CC(c1ccccc1)c1ccccc1 (stereo not drawn)
6) CCOc1cc(S(=O)(=O)NCc2ccccc2)c(OCC)cc1-n1cnnn1
4) Cc1nccn1CCC(=O)NC1CC(C)(C)Cc2c1cnn2-c1ccccc1 (stereo not drawn)
8) C[C@H]1CN([C@@H](C)CO)C(=O)CCCn2cc(nn2)CO[C@@H]1CN(C)C(=O)NC1CCCCC1
2) OC(c1cccc(Cl)c1)c1nc(-c2cnc3ccccc3c2)cs1 (stereo not drawn)
Screen / compound no.	7	3	6	4	8	2
Gal4-VP16 FLuc	.	.	.	.	.	.
RORg inh	.	.	.	.	.	.
BRCA1 expr up	0.0%	11.1%	-30.0%	2.2%	0.0%	-4.0%

# The list continues.
9) CCCCCCCCN1C(=O)[C@H](CC(=O)NCCCOCCCC)C[C@@]2(C(=O)OC)CCCCC=C12
10) C[C@@H]1CN([C@@H](C)CO)S(=O)(=O)c2ccc(Br)cc2O[C@@H]1CN(C)C(=O)c1ccc(F)cc1
11) COc1cccc(NC(=O)C2(C)CCN2CC2CCCCC2)c1 (stereo not drawn)
12) Cc1ccc2c(c1)nc1c3ccccc3nc(-c3ccccc3N)n21
13) CCCN(C(=O)CSCc1ccc(C)cc1)c1c(N)n(Cc2ccccc2)c(=O)[nH]c1=O
14) O=C(NCc1ccc(Cl)nc1)c1csc([C@@H]2C[C@H](O)[C@@H](CO)O2)n1
15) O=C(NCC1CC1)c1cccs1
16) Cc1ccc(S(=O)(=O)N2C[C@H]3N(C(=O)OC(C)C)N(C(=O)OC(C)C)C[C@H](OC(=O)NCc4ccco4)[C@@]3(O)C2)cc1
Screen / compound no.	9	10	11	12	13	14	15	16
Gal4-VP16 FLuc	.	.	.	.	.	.	.	.
RORg inh	.	.	.	.	.	.	.	.
BRCA1 expr up	-33.0%	-18.2%	17.7%	7.1%	0.0%	2.4%	17.8%	0.0%

17) Cc1ccc(S(=O)(=O)N2CCN(c3nc(-c4cccs4)nc4nc[nH]c34)CC2)cc1
18) Fc1ccccc1CNc1nc(NCC2CC2)nc2ccsc12
19) CC(=O)Nc1cccc(-c2ccnc3c2CC(C(=O)NCC2CC2)O3)c1 (stereo not drawn)
20) Cc1cc(C)cc(Cn2cc(CN3CC(N4CCN(CCO)CC4)CS3(=O)=O)nn2)c1 (stereo not drawn)
21) CCNC(=O)C1CCCN(C(=O)c2ccc(F)c(Cl)c2)CC1 (stereo not drawn)
22) CC(=O)Nc1ccc(OCCCN2CCC(C(O)(c3ccccc3)c3ccccc3)CC2)cc1
23) COc1cc(Nc2ccn3nccc3n2)cc(OC)c1OC
24) O=C(CSc1nc2ccccc2c(=O)n1-c1ccc(F)c(Cl)c1)Nc1ccc2c(c1)CCC2
Screen / compound no.	17	18	19	20	21	22	23	24
Gal4-VP16 FLuc	.	.	.	.	.	.	.	.
RORg inh	.	.	.	.	.	.	.	.
BRCA1 expr up	2.5%	-4.1%	-41.8%	19.2%	11.4%	-6.9%	-36.9%	-21.9%

25) O=S1(=O)C[C@H](N2CC[C@@H](O)C2)[C@@H](COCc2ccccc2)N1
26) COc1ccc(-c2ccccc2C2=CC(=O)CC(C)(C)C2=O)cc1
27) COc1ccc(Cc2c(-c3ccc(F)cc3)nc3cc(C)c(Br)c(C)n23)c(C)c1
28) C=Cc1ccc(CC2(C)C(=O)Nc3c(Cl)cccc32)cc1 (stereo not drawn)
29) COc1ccc(-n2nnnc2CNC(=O)C2CC(=O)N(c3ccc(F)cc3)C2)cc1 (stereo not drawn)
30) CC1(Oc2cccc(F)c2)CCN(Cc2ccc(-c3ccccn3)cc2)C1 (stereo not drawn)
31) COc1ccc(-c2cnc3c(NC=O)cc(-c4cc(OC)c(OC)c(OC)c4)cn23)cc1OC
32) Cc1c(O)ccc2c1OC(C)(C)CC2
Screen / compound no.	25	26	27	28	29	30	31	32
Gal4-VP16 FLuc	.	.	.	.	.	.	.	.
RORg inh	.	.	.	.	.	.	.	.
BRCA1 expr up	-3.4%	-18.1%	-43.8%	22.8%	-6.9%	21.2%	-66.9%	-3.1%

33) COC(=O)c1ccc2nc(-c3cccc(Cl)c3)c(CC3CCCCC3)n2c1
34) CC(=O)Nc1ccc(NC(=O)C(NC(=O)c2ccc(Cl)cc2)C(C)C)cc1 (stereo not drawn)
35) O=C(O)Cc1cccc2c(=O)cc(-c3ccccc3)oc12
36) CCCNC(=O)c1cc(C2CCCCN2C(=O)OCCF)on1 (stereo not drawn)
37) CCOC(=O)C1=CCN(S(=O)(=O)c2ccccc2Br)C1c1ccccc1 (stereo not drawn)
38) O=C(/C=C/[C@H]1O[C@@H](n2cnc3c(NC(=O)c4ccccc4)ncnc32)[C@H](O)[C@@H]1O)NCc1cccc2ccccc12
39) O=C(NC(c1ccc(-c2ccccc2)cc1)c1cnccn1)C1CCN(CCOc2ccc(F)cc2)CC1 (stereo not drawn)
40) COC(=O)c1cc(=O)nc(NN=Cc2ccc(OC)cc2)s1
Screen / compound no.	33	34	35	36	37	38	39	40
Gal4-VP16 FLuc	.	.	.	.	.	.	.	.
RORg inh	.	.	.	.	.	.	.	.
BRCA1 expr up	11.5%	-18.3%	5.7%	16.7%	-27.5%	15.0%	-28.0%	17.7%

41) COc1ccc(-c2cncnc2N)cc1OC
42) CCCCN1C(=O)C(CC(=O)NCc2ccco2)CC(C(=O)N(CC)CC)=C1C (stereo not drawn)
43) CCCCCC(=O)N1C[C@H](n2cc(COC(=O)c3ccccc3)nn2)[C@@H](O)C[C@@H]1c1ccccc1
44) Cc1cnc(C(=O)N(CCCn2ccnc2)C2C(=O)Nc3ccccc3N=C2c2ccccc2)cn1 (stereo not drawn)
45) CC(C)CNC(=O)C1(C)CCCN1C(=O)c1ccc2ccccc2n1 (stereo not drawn)
46) CC1(C(=O)O)CCC2(C)CCC3(C)C(=CC(=O)C4C5(C)CCC(=O)C(C)(C)C5CCC43C)C2C1 (stereo not drawn)
47) O=S(=O)(c1ccccc1C(F)(F)F)N1CCN(c2nc(-c3cccs3)nc3ccccc23)CC1
48) C[C@H](CO)N1C[C@H](C)[C@@H](CN(C)C(=O)Nc2ccccc2)Oc2ncc(-c3ccc(C#N)cc3)cc2C1=O
Screen / compound no.	41	42	43	44	45	46	47	48
Gal4-VP16 FLuc	.	.	.	.	.	.	.	.
RORg inh	.	.	.	.	.	.	.	.
BRCA1 expr up	-0.6%	7.7%	-12.4%	-8.7%	18.6%	-5.0%	7.3%	-10.8%

49) CSc1ccc(/C=C/C(=O)OCC(=O)NC2CCCC2)cc1
50) CC(=O)c1cccc(NC(=O)c2cc(S(=O)(=O)N3CCCCC3)ccc2N2CCOCC2)c1
51) Brc1ccc[n+](CCc2ccccc2)c1
52) CCNC(=O)C1(C)CCCN(C(=O)c2ccc3c(c2)C(C)(C)CCC3(C)C)C1 (stereo not drawn)
53) CN(C)CCCCCCNc1cc(N2CCN(C)CC2)ncn1
54) COCCNC(=O)c1cc2c(c(-c3cccc(C#Cc4ccc(OC)c(OC)c4)c3)n1)[C@@H](CCO)N(S(=O)C(C)(C)C)C2 (stereo partly drawn)
55) CC(C)=CCC[C@H](C)C[C@@H]1Cc2[nH]c(=S)[nH]c(=O)c2[C@@H](c2ccc(F)cc2)O1
56) CCNC(=O)C1(C)CCN(C(=O)c2ccc(OC)cc2)C1 (stereo not drawn)
Screen / compound no.	49	50	51	52	53	54	55	56
Gal4-VP16 FLuc	.	.	.	.	.	.	.	.
RORg inh	.	.	.	.	.	.	.	.
BRCA1 expr up	16.4%	-17.7%	-3.7%	0.0%	2.5%	0.0%	-7.3%	10.5%

57) COC(=O)C1=C(C)NC(C)=C([N+](=O)[O-])[C@H]1c1ccccc1C(F)(F)F
58) COC(C(=O)C(O)C(C)O)C1Cc2cc3cc(OC4CC(OC5CC(O)C(O)C(C)O5)C(O)C(C)O4)c(C)c(O)c3c(O)c2C(=O)C1OC1CC(OC2CC(OC3CC(C)(O)C(O)C(C)O3)C(O)C(C)O2)C(O)C(C)O1 (stereo not drawn)
59) O=c1[nH]c(=O)n([C@@H]2O[C@H](CO)[C@@H](O)[C@H]2O)cc1F
60) Cc1ccc(S(=O)(=O)N2CCC(=O)N([C@H](COCc3ccccc3)Cc3ccccc3)CC2)cc1
61) COC(=O)[C@@]1(Cc2ccc(OC)cc2)[C@H]2c3cc(C(=O)N4CCCC4)n(Cc4ccc(Cl)c(C(F)(F)F)c4)c3C[C@H]2CN1C(=O)c1ccccc1
62) COC(=O)[C@@]1(Cc2ccc(F)cc2)[C@H]2c3cc(C(=O)N(C)C)n(Cc4ccc(C)c(F)c4F)c3C[C@H]2CN1C(=O)c1ccccc1
63) COc1ccc(-c2cc3ccccc3c(=O)o2)cc1
64) NCCCCCCNS(=O)(=O)c1cccc2ccccc12
Screen / compound no.	57	58	59	60	61	62	63	64
Gal4-VP16 FLuc	0.9%	0.794µM*	-18.3%	1.3%	8.0%	-5.2%	?	-0.7%
RORg inh	8.8%	0.708µM*	7.1%	1.6%	0.6%	14.7%	?	38.8%
BRCA1 expr up	5.3%	-59.5%	-56.6%	0.0%	-37.6%	-50.2%	?	5.3%

65) COC(=O)[C@@]1(Cc2ccc(F)cc2)[C@H]2c3cc(C(=O)N4CCCC4)n(CCSCCO)c3C[C@H]2CN1C(=O)c1ccccc1
66) CCC1=C[C@@H]2CN(C1)Cc1c([nH]c3ccccc13)[C@@](C(=O)OC)(c1cc3c(cc1OC)N(C)[C@H]1[C@@](O)(C(=O)OC)[C@H](OC(C)=O)[C@]4(CC)C=CCN5CC[C@]31[C@@H]54)C2
67) O=Cc1ccsc1B(O)O
68) COC(=O)[C@@]1(Cc2ccc(F)cc2)[C@H]2c3cc(C(=O)N(C)C)n(CCc4c[nH]c5ccc(OC)cc45)c3C[C@H]2CN1C(=O)c1ccccc1
69) O=C(O)c1cc(=O)c2cccc(O)c2[nH]1
70) OB(O)c1csc2ccccc12
71) Cc1csc(B(O)O)c1
72) COC(=O)[C@@]1(Cc2ccc(F)cc2)[C@H]2c3cc(C(=O)N(C)C)n(Cc4ccc(C)o4)c3C[C@H]2CN1C(=O)c1ccccc1
Screen / compound no.	65	66	67	68	69	70	71	72
Gal4-VP16 FLuc	6.9%	-14.5%	2.4%	14.3%	2.6%&2.0%	-7.5%	-11.7%	?
RORg inh	-7.1%	24.3%	-8.6%	22.4%	3.1%&13.0%	5.8%	-0.6%	?
BRCA1 expr up	-12.5%	?	21.0%	5.1%	25.1%	-6.6%	0.0%	-37.8%

# Profiles, looked up by structure. Order of screens: Gal4-VP16 FLuc	RORg inh	BRCA1 expr up
# COC(=O)[C@@]1(Cc2ccc(F)cc2)[C@H]2c3cc(C(=O)N4CCCC4)n(CCSCCO)c3C[C@H]2CN1C(=O)c1ccccc1 is listed as 6.9%	-7.1%	-12.5%
# NCCCCCCNS(=O)(=O)c1cccc2ccccc12 is listed as -0.7%	38.8%	5.3%
# OB(O)c1csc2ccccc12 is listed as -7.5%	5.8%	-6.6%
